Bioassay records deposited in PubChem BioAssay by National Center for Advancing Translational Sciences (NCATS).
D1 antagonist: blocks dopamine activation of the human D1 receptor | P21728 | HEK293 TREx D1 cells, calcium flux, dopamine EC80; active compounds read low | activity change, negative = inhibition, % at 10 µM | 360,000 tested, 3.2% active | AID 504652; in the data active = activity change below about -30%; note: % is set by controls: 0 for no effect and ±100 for the full control effect
Target sequence (P21728 whole entry, looked up): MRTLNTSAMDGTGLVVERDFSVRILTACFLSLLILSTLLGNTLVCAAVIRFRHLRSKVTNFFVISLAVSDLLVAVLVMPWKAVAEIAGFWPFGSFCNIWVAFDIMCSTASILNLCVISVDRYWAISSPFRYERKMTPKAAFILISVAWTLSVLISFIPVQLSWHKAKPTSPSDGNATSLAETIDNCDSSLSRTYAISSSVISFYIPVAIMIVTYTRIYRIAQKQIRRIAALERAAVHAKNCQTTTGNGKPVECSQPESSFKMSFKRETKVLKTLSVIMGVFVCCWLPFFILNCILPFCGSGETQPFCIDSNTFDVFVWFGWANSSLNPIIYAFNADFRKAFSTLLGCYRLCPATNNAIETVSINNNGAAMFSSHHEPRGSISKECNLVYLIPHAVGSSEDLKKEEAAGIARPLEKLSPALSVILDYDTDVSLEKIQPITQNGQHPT
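Tetracycline-induced HEK293 Trex D1 cells, force-coupled to calcium, dye-loaded; compounds added and read 180 s, then EC80 dopamine added and calcium flux tracked kinetically another 180 s.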
D1 ag: human D1 receptor agonism; P21728; 360,000 tested, 1% active; activation, % at 2 µM; HEK293 T-REx D1 cells, calcium flux, agonist mode; AID 504660; note: 0% is about no effect
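Inducible HEK293 T-REx D1 cells, force-coupled to calcium signalling, were plated at 4000 cells/well with tetracycline and held overnight at 30 C. After no-wash calcium dye loading, compound-evoked calcium rise over 180 s flagged agonists.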
D1 potentiator: enhances dopamine response at the human D1 receptor | P21728 | HEK293 TREx D1 cells, calcium flux, dopamine EC20 potentiation | potentiation, % at 10 µM | 360,000 tested, 0.036% active; in the data active = potentiation above about 30%; note: 0% is about no effect
TRHR PAM: allosteric enhancers of human TRH receptor. P34981. TRHR cells, fluo-8 calcium fluorescence, EC20 TRH enhancement. enhancement, % at 2 µM. 360,000 tested, 0.66% active. AID 493056; in the data active = enhancement above about 30%; note: 0% is about no effect
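Enhancer read-out: after compound pinning and an initial kinetic agonist-mode read, an EC20 of TRH (10 nM final) was injected and fluo-8 calcium signal (Ex 480/Em 530) followed at 1 s/cycle for 100 cycles in TRHR-expressing cells.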
RXFP1 antag: blocks the human relaxin receptor RXFP1; AID 1259400; activity change, negative = inhibition, % at 57.5 µM; 350,000 tested, 0.59% active; HEK293-RXFP1, relaxin-stimulated cAMP HTRF, 30 min; active compounds read low;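 active = activity change of -60% or lower, but not beyond a set lower limit; inconclusive = change between -60% and -40%, or beyond the set limit; inactive = change above -40%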; note: % is set by controls: 0 for no effect and ±100 for the full control effect
TRHR ag: agonists of human TRH receptor; P34981; TRHR cells, calcium flux fluo-8, FDSS agonist mode; activation, % at 2 µM; 360,000 tested, 0.18% active; note: 0% is about no effect
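In this calcium-flux screen, cells bearing human TRHR are dye-loaded with fluo-8, baselined for 10 cycles, then exposed to library compounds; positive kinetic calcium responses during the agonist phase mark hits, with TRH as control.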
D2 agonist: D2 dopamine receptor (human) agonism | P14416 | HEK293 T-REx D2 cells, calcium flux agonist mode | activation, % at 2 µM | 340,000 tested, 0.53% active | AID 485358;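 active = activation over 3 SD above normal in the single-dose calcium agonist read, cut at about 30% in these data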; note: 0% is about no effect
Target sequence (P14416 whole entry, looked up): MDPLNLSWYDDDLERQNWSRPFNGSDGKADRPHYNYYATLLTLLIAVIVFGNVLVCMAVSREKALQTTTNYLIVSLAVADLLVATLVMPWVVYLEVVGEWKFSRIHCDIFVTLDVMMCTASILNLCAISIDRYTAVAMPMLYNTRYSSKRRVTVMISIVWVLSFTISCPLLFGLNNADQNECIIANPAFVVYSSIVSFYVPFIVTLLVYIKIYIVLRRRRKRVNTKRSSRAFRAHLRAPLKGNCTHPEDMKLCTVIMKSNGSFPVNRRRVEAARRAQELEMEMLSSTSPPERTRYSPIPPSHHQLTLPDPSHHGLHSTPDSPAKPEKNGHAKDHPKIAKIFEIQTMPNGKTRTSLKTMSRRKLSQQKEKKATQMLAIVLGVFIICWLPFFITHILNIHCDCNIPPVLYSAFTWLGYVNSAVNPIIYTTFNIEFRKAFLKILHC
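Calcium-flux readout, 1 cycle/sec over 180 s following compound pin transfer, in inducible HEK293 Trex D2 cells (force-coupled); dopamine controls included. Positive calcium responses during this window marked compounds as potential agonists.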
D2 antagonist: D2 dopamine receptor (human) antagonism; HEK293 TREx D2 cells, calcium flux, dopamine EC80; 340,000 tested, 2% active; inhibition, % at 10 µM; in the data active = inhibition above about 30%; note: 0% is about no effect
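Inhibition of EC80 dopamine-driven calcium flux, recorded kinetically, defines activity here; cells are a tetracycline-induced HEK293 T-REx line expressing force-coupled D2.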
D2 PAM: positive allosteric modulators of human D2 dopamine receptor | potentiation, % at 10 µM | HEK293 T-REx D2, calcium flux, EC20 dopamine potentiation | 340,000 tested, 0.34% active | P14416;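 active = potentiation over 3 SD above the plate norm, cut at about 30% in these data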; note: 0% is about no effect
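Primary screen. Calcium kinetics in induced HEK293 T-REx D2 cells: compound pre-addition 180 s, EC20 dopamine, 180 s more.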
* marks the source's active call; other numbers are inactive results; ? = inconclusive; · = no result given; & = joins results of further samples. Cut-off read from the data, not from the text of the source, unless noted: active = activation above about 30%; inactive = the rest.

The opening two compounds, to show the layout:
Values run as follows: D1 potentiator | RXFP1 antag | D2 agonist | D2 antagonist | D1 ag | D1 antagonist | TRHR ag | TRHR PAM | D2 PAM
> NS(=O)(=O)c1ccc(NNC(=O)c2cccs2)cc1
 : -0.8 | -10.2 | 0.5 | -11.6 | 1.1 | -25.2 | 0.3 | -9.8 | 1.7
> COc1cc(C(=O)N/N=C(\C)Cn2nc([N+](=O)[O-])cc2C)ccc1O
 : -1.6 | 1.6 | · | · | 4.4 | -9.0 | 0.1 | 4.3 | ·

The listing, previewed entries included:
Values run as follows: D1 potentiator | RXFP1 antag | D2 agonist | D2 antagonist | D1 ag | D1 antagonist | TRHR ag | TRHR PAM | D2 PAM
> NS(=O)(=O)c1ccc(NNC(=O)c2cccs2)cc1
 : -0.8 | -10.2 | 0.5 | -11.6 | 1.1 | -25.2 | 0.3 | -9.8 | 1.7
> COc1cc(C(=O)N/N=C(\C)Cn2nc([N+](=O)[O-])cc2C)ccc1O
 : -1.6 | 1.6 | · | · | 4.4 | -9.0 | 0.1 | 4.3 | ·
> COc1ccc(NC(=O)c2noc3c2CCCCC3)cc1
 : -17.3 | 4.5 | -0.1 | 13.4 | 4.2 | -5.8 | 0.3 | -4.0 | 2.1
> CC(C)(C)c1ccc(C(=O)Nc2ccc(Cl)cc2)cc1
 : 2.6 | -21.3 | 0.1 | 3.9 | 3.0 | 6.2 | 1.5 | 19.6 | 4.0
> COc1ccc(S(=O)(=O)N2CCCCC2)cc1NS(=O)(=O)c1ccccc1F
 : -12.1 | -27.8 | 3.1 | 5.5 | 2.3 | -10.5 | 0.3 | -1.9 | 4.1
> CCCn1cnc2cc(NCc3ccccn3)ccc21
 : -5.6 | · | -0.5 | 6.7 | 2.9 | -11.8 | -0.7 | -0.5 | -24.0
> COc1ccccc1NC(=S)NCC1CCCO1 (stereo unspecified)
 : -6.4 | 5.4 | 0.0 | -5.0 | 0.4 | -25.5 | 0.2 | -4.9 | 9.5
> CC(C)CNc1nc(Oc2ccc(=O)n(C)n2)nc(N2CCOCC2)n1
 : -12.3 | -2.3 | -1.2 | -5.0 | 3.3 | -43.3* | -0.7 | -6.2 | 7.4
> O=C(Nc1cccc(F)c1)C1CCCN(S(=O)(=O)c2cccc3cccnc23)C1 (stereo unspecified)
 : -2.2&-3.0 | -16.6&-13.0 | -0.6&-1.0 | -1.1 | 2.9&0.3 | -1.9&-17.1 | 0.6&-1.5 | 15.9&-0.8 | 10.6&0.1
> O=C(Cn1c(=O)n(Cc2nc(-c3ccccc3)no2)c(=O)c2ccccc21)Nc1cccc(C(F)(F)F)c1
 : 0.0 | -11.3 | · | · | 4.6 | 9.3 | 1.6 | -0.5 | 5.3
> CCOCC(=O)OCC(=O)Nc1cc(OC)c([N+](=O)[O-])cc1C
 : -5.6 | -10.6 | 1.6 | -16.7 | 0.5 | -1.0 | 0.5 | -0.1 | 0.2
> COc1ccc(Cl)cc1NC(=O)CN(C)C(=O)CCCc1c[nH]c2ccccc12
 : -5.5 | 0.1 | -0.1 | 13.0 | 2.7 | 7.8 | -0.5 | 2.6 | -12.4
> CC1CCN(C(=S)c2ccc3c(c2)OCO3)CC1
 : -2.9 | -0.1 | -1.9 | 5.8 | 0.5 | 2.6 | -1.8 | 1.0 | 9.6
> CC(C)CN1C(=O)NC2(CCCc3ccccc32)C1=O (stereo unspecified)
 : 11.2 | 6.4 | -0.8 | 7.9 | 0.5 | -80.0* | -1.0 | -0.8 | 2.7
> O=C(Nc1ccc(S(=O)(=O)NC2=NCCCCC2)cc1)c1ccc(Cl)cc1Cl
 : -1.9 | -3.0 | -0.1 | -5.4 | 6.6 | 2.9 | 1.0 | -11.6 | -5.3
> Cc1[nH]n(-c2ccccc2)c(=O)c1/C=N/Nc1nncc(-c2ccccc2)n1
 : -5.0 | 13.1 | -0.2 | 7.1 | -0.8 | -16.2 | -0.8 | -3.6 | 12.6
> N#C/C(=C\c1ccc(-c2ccc(C(=O)O)cc2)o1)C(=O)Nc1ccccc1C(=O)O
 : 0.8 | -13.4 | 0.5 | · | -0.4 | -1.9 | -0.5 | -4.9 | 5.4
> Cc1ccc(-c2cc(C(F)F)nc(NCc3cccs3)n2)cc1
 : 0.6 | -21.0 | 1.3 | 11.0 | 6.2 | -0.1 | 1.3 | -2.8 | 3.4
> COc1ccc(OCCCNCCc2ccccc2)cc1
 : -8.8 | 12.2 | 0.3 | -8.1 | 17.1 | -11.0 | 2.4 | -5.5 | -20.0
> CCOC(=O)C1CCCN(S(=O)(=O)c2ccc3c4c2CC(=O)N4CC(C)S3)C1 (stereo unspecified)
 : -2.5 | · | 9.9 | 7.4 | 3.8 | -10.4 | 0.6 | -0.5 | 8.3
> Cc1cccc(C)c1OCC(O)CN(Cc1ccccc1O)C1CCCCC1 (stereo unspecified)
 : 5.3 | ? | -0.2 | -3.5 | -3.1 | 26.2 | 0.6 | -2.9 | -3.9
> Cc1cc2c(c(=O)n1Cc1ccccn1)C(c1ccc3c(c1)OCO3)C(C#N)=C(N)O2 (stereo unspecified)
 : 2.0 | -15.6 | 0.1 | -8.9 | 2.5 | -2.4 | 0.0 | -6.6 | 14.2
> Fc1ccc(CSc2nsc(SCc3ccc(F)cc3)n2)cc1
 : -7.2 | 3.5 | 0.0 | 5.8 | 13.9 | -5.2 | 2.3 | -1.7 | -10.5
> N#Cc1c(-c2ccccc2)nc(SCC(=O)N(c2ccccc2)c2ccccc2)[nH]c1=O
 : 7.3 | -5.6 | -1.0 | 10.5 | 1.3 | -4.0 | -0.2 | 2.7 | 0.5
> CCCOc1ccc(Cc2c(Cl)nc(SC)nc2N(C)C)cc1
 : -4.7 | -3.1 | 0.5 | -12.7 | 4.5 | -18.5 | 0.5 | 2.7 | -9.9
> Oc1ccc(Nc2ncnc3scc(-c4ccccc4)c23)cc1
 : -8.2 | -2.8 | 1.5 | 3.2 | -0.3 | -14.5 | 0.6 | 8.3 | 4.7
> CCc1ccccc1NC(=O)Cn1c(=O)c2cccn2c2ccc(F)cc21
 : -2.9 | -0.8 | -0.1 | · | 3.3 | -11.2 | 0.3 | -1.8 | -3.2
> CCN(C(=O)Cc1ccc(NC2=NC3CS(=O)(=O)CC3S2)cc1)c1ccccc1 (stereo unspecified)
 : -3.6 | · | · | · | 3.1 | -10.0 | 0.2 | 7.0 | ·
> COc1cccc(Oc2nc(-c3ccncc3)nc3ccccc23)c1
 : -5.6 | -4.1 | -0.1 | 7.5 | 0.9 | 21.6 | -0.5 | -0.2 | 11.0
> CC1CC(C)CN(c2ncc3c(n2)CC(c2ccccc2Cl)CC3=O)C1 (stereo unspecified)
 : 3.0 | -10.0 | 0.6 | 20.3 | 3.9 | 14.5 | 0.3 | -1.1 | 7.8
> c1ccc(C[C@H]2CNCCN2CCCCC2CCCCC2)cc1
 : 1.5 | · | 1.7 | 5.7 | 26.3 | 42.9 | 0.1 | 1.5 | 12.0
> O=S(=O)(c1ccc(Oc2ccc(F)c(Cl)c2)nc1)N1CCOCC1
 : -3.5 | 18.3 | 0.1 | -5.8 | 6.7 | -0.7 | -0.2 | 4.8 | -6.7
> C=CCn1c(Cc2cccs2)nnc1SCC(=O)NCc1ccco1
 : -3.8 | -9.2 | 0.3 | -3.6 | -0.5 | 4.2 | 0.2 | -1.3 | 9.3
> Cc1cc(OC2CCCCC2)nc(-c2ccccc2O)n1
 : 1.8 | -21.6 | 0.7 | 5.1 | 3.6 | 5.8 | 0.7 | -5.3 | -1.8
> CCOC(=O)c1c(S(=O)(=O)N2CCC(C(=O)N3CCN(c4cccc(C)c4C)CC3)CC2)c(C)n(C)c1C
 : -1.1 | -3.1 | 1.0 | · | 2.6 | 2.3 | -0.9 | -6.5 | 1.4
> CC(C)COc1ccc(C(=O)N/C(=C/c2cccc([N+](=O)[O-])c2)C(=O)O)cc1
 : -0.1 | -6.2 | -1.4 | 3.1 | 0.5 | 17.9 | 0.2 | 7.3 | 3.6
> Cc1nn(-c2ccccc2)c2c1C(c1cccc([N+](=O)[O-])c1)N(c1ccccc1)C(=O)N2 (stereo unspecified)
 : -1.4 | -9.5 | 0.4 | 4.9 | -0.9 | 1.7 | 0.0 | 1.2 | 9.6
> COc1ccc(N(C)C(=O)C2CCN(S(=O)(=O)c3cc(Br)cc4c3N(C(C)=O)CC4)CC2)cc1
 : 10.3 | -4.6 | -0.5 | · | -3.3 | 6.9 | -0.7 | -3.8 | ·
> COc1cnn(-c2ccc(Br)cc2)c(=O)c1SCc1ccccc1
 : -1.8 | · | -0.9 | -9.8 | 4.7 | -11.6 | 0.5 | -1.7 | 22.8
> Cc1ccc(NC(=O)CCS(=O)(=O)c2ccccc2)cc1S(=O)(=O)N1CCOCC1
 : -8.0 | -5.1 | 1.8 | 0.9 | 0.9 | -14.3 | -0.4 | -2.8 | -3.1
> Cc1cccc(N(CC(=O)Nc2ccc(Br)cc2)S(C)(=O)=O)c1C
 : -0.7 | -39.3 | 0.1 | · | 8.2 | -7.7 | 2.0 | -0.4 | -1.1
> O=C(OCc1nnc(-c2ccccc2)o1)c1ccc(-n2cnnn2)cc1
 : -1.9 | -13.5 | · | · | 7.4 | -16.3 | -0.4 | 8.3 | ·
> CN1CCc2nc3sc(C(=O)c4ccc(F)cc4)c(N)c3cc2C1
 : 0.6 | -11.5 | 5.5 | · | 8.2 | 3.0 | 4.9 | -0.6 | -2.2
> COc1ccc(C2c3ccc(O)cc3Oc3ncn(CC(C)C)c(=N)c32)cc1 (stereo unspecified)
 : -2.2 | -5.1 | 0.4 | 7.0 | 4.9 | -8.6 | -0.9 | 1.4 | 2.4
> CCOc1ccc(-c2cc(OC(=O)c3ccc(F)cc3)c3c(C)oc(C)c3c(=O)c2)cc1
 : -3.2 | -34.5 | -0.2 | · | 1.6 | 3.4 | 0.3 | 11.9 | -4.2
> COc1ccc(C=O)cc1OC(=O)N1CCOCC1
 : -1.4 | 4.8 | 3.1 | -15.8 | 1.0 | 30.6 | 1.8 | 9.7 | -3.8
> CCc1noc(C)c1C(=O)N1CCSC1=Nc1cccc(Cl)c1C
 : -10.9 | -26.2 | -0.6 | -25.3 | 5.7 | -17.1 | -0.8 | -1.7 | -7.7
> CCCCn1c(SCC(=O)c2ccc(OC)cc2OC)nc2cc(S(N)(=O)=O)ccc21
 : -1.8 | · | -1.1 | -2.8 | 0.8 | -1.6 | 0.0 | 5.7 | -2.3
> O=C1c2ccccc2C(=O)N1CCC(O)C[N+](=O)[O-] (stereo unspecified)
 : -3.6 | 0.6 | -0.7 | -6.6 | 0.0 | · | 0.5 | 13.8 | -2.7
> COc1ccc(NC(=O)c2cccc(N3C(=O)C4C5CCC(C5)C4C3=O)c2)cc1 (stereo unspecified)
 : -2.2 | 0.1 | 0.1 | -11.5 | 5.6 | -79.9* | 0.1 | 13.8 | 8.1
> CC(=O)c1ccc(NC(=O)C(C)NCc2ccccc2Cl)cc1 (stereo unspecified)
 : -5.8 | 5.8 | 0.1 | -2.6 | 3.8 | -35.8* | 0.1 | -5.0 | 2.7
> Fc1ccc(Nc2c3c(nc4nncn24)CCC3)cc1
 : -0.7 | -4.7 | 1.9 | · | 0.1 | 16.6 | -0.1 | -0.3 | -4.7
> c1ccc(OCCOCCN2CCN(C(c3ccccc3)c3ccccc3)CC2)cc1
 : -3.0 | -26.3 | -0.7 | -36.6 | 7.4 | -26.2 | 0.5 | -1.7 | -35.6
